Compound activity from PubChem.
Lipid storage S3 – qHTS Assay for Lipid Storage Modulators in Drosophila S3 Cells; 320,000 tested, 0.64% active; lipid storage change, negative = inhibition, % at the top dose, mostly 46.1 µM; hits show Potency in µM; Drosophila S3 cells, BODIPY lipid droplet fluorescence, 18-24 h; cells fed with added oleic acid; active means well fitted inhibition curve with a large enough effect in the signal ratio, with a control signal flat, not every such curve was filed as active; inconclusive means small, poorly fitted or top-dose-only effect, or effect the other way, or a change in a side signal; the % refers to the signal ratio
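Laser-scanning cytometry quantifies lipid droplet accumulation (500–530 nm total intensity; droplet/cell object ratio) in oleic acid-fed (400 uM added) Drosophila S3 cells treated with a concentration series. 20 uM Triacsin C defined 100% inhibition.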
Lipid storage S3 cell count max – second read-out of Lipid storage S3, no call of its own (marks repeat the call); cell number change, %; measured here: cell count max response;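 cells counted by Cell Tracker Red CMTPX staining in the red channel; peak over a dose series mostly up to 46.1 µM; percent activity relative to internal control wells on each plate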
Starred values were filed as active, the others as inactive; [ ] = dose if it differs, or a comment. On the % scale 0 is the no-effect control and ±100 the full control effect; potency means the concentration at half of the fitted maximal effect.

Results for CCOC(=O)c1c(NC(=O)CN2CCCCC2)sc2c1CCCC2O (stereo not drawn) ?
Lipid storage S3: inconclusive

What do the screens show for `COc1cc2c(cc1OC)C(C)N(C(=O)Nc1ccccc1)CC2` (stereo not drawn)?
Lipid storage S3: inconclusive

Results for CCOc1ccccc1C1CC(=O)Nc2cc(C)c(C)cc21 (stereo not drawn) ?
Lipid storage S3: inconclusive

How did CCOC(=O)C(Sc1ncc(C#N)c(N)n1)C(C)C (stereo not drawn) do in these assays?
Lipid storage S3: inconclusive

What do the screens show for `CCC(=O)Oc1ccc(NC(=O)c2ccco2)cc1`?
Lipid storage S3: inconclusive

How did CCCCc1cc(=O)oc2c(C)c(OCc3nn[nH]n3)ccc12 do in these assays?
Lipid storage S3: inconclusive

What do the screens show for `CCOC(=O)c1ccc(NC(=O)C(=O)NCCc2ccc(OC)cc2)cc1`?
Lipid storage S3: -1%; Lipid storage S3 cell count max: -11

Results for CC(C)c1nc(Cl)c(C#N)c2c1CCC2 ?
Lipid storage S3: 1%; Lipid storage S3 cell count max: 7

How did COCCCNC(=O)CSc1nc2ccccc2c(=O)n1CCc1ccc(S(N)(=O)=O)cc1 do in these assays?
Lipid storage S3: inconclusive

What do the screens show for `c1coc(-c2ccnc3ncnn23)c1`?
Lipid storage S3: inconclusive

How did CC(=O)c1sc2nsc(SCCN3CCCC3)c2c1N do in these assays?
Lipid storage S3: -4%; Lipid storage S3 cell count max: 7

How did COC(=O)c1sccc1NC(=O)c1c(Cl)cnn1C do in these assays?
Lipid storage S3: inconclusive

How did Cc1cc(S(=O)(=O)Nc2c(C)nn(C)c2C)c(Cl)cc1Cl do in these assays?
Lipid storage S3: inconclusive

Results for O=C(NC1CCCC1)c1ccc(Br)o1 ?
Lipid storage S3: inconclusive

What do the screens show for `O=C(OCc1ccc(O)cc1)c1c(-c2ccsc2)oc2ccc(N3CCOCC3)cc12`?
Lipid storage S3: inconclusive

Results for Cc1nn(-c2nnc(NCc3ccccc3)nn2)c(C)c1Br ?
Lipid storage S3: inconclusive

How did O=C(N/N=C\c1cccnc1)c1cc(-c2ccccc2)nc2c(Cl)cccc12 do in these assays?
Lipid storage S3: -28%; Lipid storage S3 cell count max: -13

How did CCCCc1c(O)nc(SCC(=O)N2CCCCCC2)[nH]c1=O do in these assays?
Lipid storage S3: inconclusive

What do the screens show for `O=C(Nc1cc2c(cc1Br)OCCO2)c1cccs1`?
Lipid storage S3: inconclusive

What do the screens show for `Cc1ccc(C(=O)NNC(=O)Cn2ccc(C(F)(F)F)n2)o1`?
Lipid storage S3: inconclusive

Results for CCN(CC)S(=O)(=O)c1ccc(Cl)c(C(=O)NC2CCN(Cc3ccccc3)CC2)c1 ?
Lipid storage S3: inactive; Lipid storage S3 cell count max: 10

What do the screens show for `CCn1c(CNC(=O)c2ccco2)nnc1SCC(=O)Nc1cccc(F)c1`?
Lipid storage S3: -11%; Lipid storage S3 cell count max: -27

What do the screens show for `CC1CCCCN1C(=O)COC(=O)c1cc(Cl)c2c(c1)OCO2` (stereo not drawn)?
Lipid storage S3: inconclusive

Results for COC(=O)c1ccc(CN2C(=O)NC3(CCCc4ccccc43)C2=O)o1 (stereo not drawn) ?
Lipid storage S3: 11%; Lipid storage S3 cell count max: 1

Results for COc1ccc(S(=O)(=O)n2nc(OC(C)=O)cc2N(C(C)=O)C(C)=O)cc1 ?
Lipid storage S3: -8%; Lipid storage S3 cell count max: 10

What do the screens show for `CC(Cc1ccccc1)NC(=O)C1CCCNC1=O` (stereo not drawn)?
Lipid storage S3: inconclusive

How did O=C(O)COCC(=O)Nc1ccccc1-c1ccccc1 do in these assays?
Lipid storage S3: -10%; Lipid storage S3 cell count max: -1

How did N#CC1=C(N)OC2=C(C(=O)CCC2)C1C1CC=CCC1 (stereo not drawn) do in these assays?
Lipid storage S3: inactive; Lipid storage S3 cell count max: 2

How did Cc1c(NC(=O)C(C)OC(=O)CC2CC3CCC2C3)c(=O)n(-c2ccccc2)n1C (stereo not drawn) do in these assays?
Lipid storage S3: inconclusive

What do the screens show for `CCOC(=O)C1=C(c2ccccc2)Nc2ncnn2C1c1cc(OC)ccc1OC` (stereo not drawn)?
Lipid storage S3: inconclusive

Results for CCn1c(SCc2ccc(C)cc2)nnc1-c1nn(-c2ccccc2)ccc1=O ?
Lipid storage S3: inconclusive

Results for CCn1c(NC(=O)c2ccco2)c(-c2ccccc2Cl)c(=O)c2ccccc21 ?
Lipid storage S3: inconclusive

Results for COc1cc(CCC(=O)Nc2ccc(C)c(S(=O)(=O)N3CCCCCC3)c2)cc(OC)c1OC ?
Lipid storage S3: inconclusive

What do the screens show for `Cc1cccc(OCC(=O)NCCNC(=O)c2cnccn2)c1`?
Lipid storage S3: inconclusive

What do the screens show for `Cc1ccc(C(O)c2cccnc2)o1` (stereo not drawn)?
Lipid storage S3: inconclusive

What do the screens show for `CC(NC(=O)CCOc1ccccc1)c1ccccc1` (stereo not drawn)?
Lipid storage S3: inconclusive

What do the screens show for `COc1ccc(-c2c(=O)n(OC)c3ccccc3[n+]2[O-])cc1OC`?
Lipid storage S3: inconclusive

How did CC(C)C(=O)Nc1ncc(Cc2ccccc2Cl)s1 do in these assays?
Lipid storage S3: 28%; Lipid storage S3 cell count max: 7

How did CCCC(C)NC(=O)CN(c1ccc2c(c1)OCCO2)S(=O)(=O)c1ccccc1 (stereo not drawn) do in these assays?
Lipid storage S3: inconclusive

Results for Cc1ccccc1C(=O)O ?
Lipid storage S3: inconclusive

What do the screens show for `O=C(c1cc(C(=O)N2CCOCC2)c2nc3ccccc3n2c1)c1cc(Cl)cc(Cl)c1O`?
Lipid storage S3: -1%; Lipid storage S3 cell count max: 3

Results for CCOC(=O)N1CCC(N2CCCC(C(=O)c3cccc(OC)c3)C2)CC1 (stereo not drawn) ?
Lipid storage S3: 6%; Lipid storage S3 cell count max: -7

Results for Cc1ccc(C)n1-n1c(C)nc2scc(-c3ccccc3)c2c1=O ?
Lipid storage S3: inactive; Lipid storage S3 cell count max: -7

Results for Cc1cccc(N/C(N)=N/c2nc(C)c(Cc3ccccc3)c(=O)[nH]2)c1 ?
Lipid storage S3: -14%; Lipid storage S3 cell count max: -11

How did NC(=O)C1CCN(C(=O)CN2CCCc3ccccc32)CC1 do in these assays?
Lipid storage S3: inconclusive

How did Cc1cc(C)cc(NC(=O)COC(=O)c2cc(=O)[nH]c(=O)[nH]2)c1 do in these assays?
Lipid storage S3: inconclusive

Results for O=c1cc(CSc2nnc(COc3ccccc3)o2)c2ccccc2[nH]1 ?
Lipid storage S3: inconclusive

What do the screens show for `Cc1sc(N(C(=O)CCc2ccccc2)c2ccc(C(=O)O)cc2)nc1-c1ccccc1`?
Lipid storage S3: inconclusive

What do the screens show for `CC(=O)N(C(C)=O)c1nc(-c2ccccc2)cn1/N=C/c1ccccc1`?
Lipid storage S3: 1.6µM*; Lipid storage S3 cell count max: -52*

How did COc1ccc(C(C(=O)NC(C)(C)C)N(C(=O)CNC(=O)c2cccs2)c2ccc(C(C)C)cc2)cc1OC (stereo not drawn) do in these assays?
Lipid storage S3: 7%; Lipid storage S3 cell count max: 14

What do the screens show for `CC1(C)CC(=O)C2=C(C1)N(c1ccc(F)cc1)C(=O)C2(NC(=O)c1ccccc1)C(F)(F)F` (stereo not drawn)?
Lipid storage S3: inconclusive

What do the screens show for `COc1ccc(Cl)cc1C(=O)NCC#N`?
Lipid storage S3: -2%; Lipid storage S3 cell count max: -5

What do the screens show for `O=c1cc(CO)oc(CN2CCN(c3cccc(C(F)(F)F)c3)CC2)c1O`?
Lipid storage S3: inactive; Lipid storage S3 cell count max: 24

How did COc1ccc(C2(C(=O)Nc3ccc(C)c(C)c3)CCOCC2)cc1 do in these assays?
Lipid storage S3: inactive

Results for Cc1ccc(C)c(S(=O)(=O)N2CCCC2CNC(=O)c2ccc([N+](=O)[O-])cc2)c1 (stereo not drawn) ?
Lipid storage S3: 22%[0.0737 µM]

How did CC(=O)N1c2ccc(S(=O)(=O)N3CCOCC3)cc2CC1C (stereo not drawn) do in these assays?
Lipid storage S3: inactive; Lipid storage S3 cell count max: 15

What do the screens show for `CCc1ccccc1NNC(=O)c1snnc1C`?
Lipid storage S3: -11%; Lipid storage S3 cell count max: -16

Results for C[C@H](NC(=O)OCc1ccccc1)c1nnc([C@H](Cc2ccccc2)NC(=O)OC(C)(C)C)o1 ?
Lipid storage S3: inconclusive

Results for COC(=O)C1CCN(C(=O)c2cc(S(=O)(=O)N3CCCCC3)ccc2Cl)CC1 ?
Lipid storage S3: inconclusive

What do the screens show for `COc1ccc(OCCNS(=O)(=O)c2ccccc2)cc1`?
Lipid storage S3: inconclusive

Overlap with the part before: two entries; new compounds follow.
Results for COC(=O)C1CCN(C(=O)c2cc(S(=O)(=O)N3CCCCC3)ccc2Cl)CC1 ?
Lipid storage S3: inconclusive

What do the screens show for `COc1ccc(OCCNS(=O)(=O)c2ccccc2)cc1`?
Lipid storage S3: inconclusive

What do the screens show for `Cc1ccc(-c2cc(C(=O)NCCCn3ccnc3)c3ccccc3n2)s1`?
Lipid storage S3: inconclusive

What do the screens show for `CCOC(=O)c1cn(CC(=O)Nc2ccc(C(C)C)cc2)nn1`?
Lipid storage S3: 21%; Lipid storage S3 cell count max: -10

What do the screens show for `c1ccc2nc3c(nc2c1)sc1nc2ccccc2n13`?
Lipid storage S3: inconclusive

How did COc1ccc(C2=CC(c3ccc(C)cc3)n3nnnc3N2)cc1 (stereo not drawn) do in these assays?
Lipid storage S3: inconclusive

What do the screens show for `N/C(=N\OC(=O)c1ccccc1Cl)c1ccccn1`?
Lipid storage S3: 20%; Lipid storage S3 cell count max: 5

Results for CCCC1=NN(C(=O)Cc2ccc(OC)c(OC)c2)C(O)(C(F)(F)F)C1 (stereo not drawn) ?
Lipid storage S3: 0%; Lipid storage S3 cell count max: -7

What do the screens show for `O=C(CC1C(=O)NCCN1Cc1c(F)cccc1Cl)NCCC1=CCCCC1` (stereo not drawn)?
Lipid storage S3: 0%; Lipid storage S3 cell count max: 12

What do the screens show for `CCc1ccc(OCC(=O)NNC(=O)c2cnccn2)c(Br)c1`?
Lipid storage S3: -18%; Lipid storage S3 cell count max: -19

How did CC(=O)Nc1ccc(-n2c(C)ccc2C)cc1 do in these assays?
Lipid storage S3: 14%; Lipid storage S3 cell count max: -2

What do the screens show for `CCN(CC)c1ccc(/C=N/Nc2nc(C)cc(=O)[nH]2)cc1`?
Lipid storage S3: inconclusive

How did CC1CCCCN1S(=O)(=O)c1ccc2c(c1)C(C)(C)C(=O)N2C (stereo not drawn) do in these assays?
Lipid storage S3: 6%; Lipid storage S3 cell count max: -4

Results for CC12CCC(C(=O)O)(c3nc4cc([N+](=O)[O-])ccc4nc31)C2(C)C (stereo not drawn) ?
Lipid storage S3: -19%; Lipid storage S3 cell count max: 9

Results for C[C@@H]1C=C[C@](Cc2ccccc2)(C(=O)NCCc2c[nH]c3ccccc23)N1C(=O)c1ccccc1 ?
Lipid storage S3: inconclusive

What do the screens show for `COc1cc(NS(=O)(=O)c2cccc3nsnc23)c(C(=O)O)cc1OC`?
Lipid storage S3: inactive

How did Fc1ccc(NC(=S)Nc2ccc(Cl)cc2)cc1 do in these assays?
Lipid storage S3: inconclusive

How did Nc1cc(C(=O)OCC(=O)NCc2ccc(F)cc2)ccc1Cl do in these assays?
Lipid storage S3: inconclusive

What do the screens show for `O=C(c1cnccn1)N1CCc2ccccc2C1`?
Lipid storage S3: 3%; Lipid storage S3 cell count max: 3

Results for Cc1ccc(NC(=S)N(Cc2cccc(Br)c2)CC2CCC(C(=O)O)CC2)cc1 (stereo not drawn) ?
Lipid storage S3: 2%; Lipid storage S3 cell count max: 19

What do the screens show for `O=C(O)c1ccc(NNC(=S)Nc2cc(C(F)(F)F)ccc2Cl)cc1`?
Lipid storage S3: inactive; Lipid storage S3 cell count max: 18

What do the screens show for `CC(Sc1nnc(C2CCCCC2)n1N)C(=O)NCc1ccc2c(c1)OCO2` (stereo not drawn)?
Lipid storage S3: inconclusive

Overlap with the part before: 7 entries, followed by the next part.
What do the screens show for `COc1cc(NS(=O)(=O)c2cccc3nsnc23)c(C(=O)O)cc1OC`?
Lipid storage S3: inactive

How did Fc1ccc(NC(=S)Nc2ccc(Cl)cc2)cc1 do in these assays?
Lipid storage S3: inconclusive

How did Nc1cc(C(=O)OCC(=O)NCc2ccc(F)cc2)ccc1Cl do in these assays?
Lipid storage S3: inconclusive

What do the screens show for `O=C(c1cnccn1)N1CCc2ccccc2C1`?
Lipid storage S3: 3%; Lipid storage S3 cell count max: 3

Results for Cc1ccc(NC(=S)N(Cc2cccc(Br)c2)CC2CCC(C(=O)O)CC2)cc1 (stereo not drawn) ?
Lipid storage S3: 2%; Lipid storage S3 cell count max: 19

What do the screens show for `O=C(O)c1ccc(NNC(=S)Nc2cc(C(F)(F)F)ccc2Cl)cc1`?
Lipid storage S3: inactive; Lipid storage S3 cell count max: 18

What do the screens show for `CC(Sc1nnc(C2CCCCC2)n1N)C(=O)NCc1ccc2c(c1)OCO2` (stereo not drawn)?
Lipid storage S3: inconclusive

What do the screens show for `Cc1c(C)n(CCO)c2ncnc(Nc3ccc(F)cc3)c12`?
Lipid storage S3: 1%; Lipid storage S3 cell count max: 18

What do the screens show for `Cc1cc(C)c(NC(=O)CNC(=O)COC(=O)/C=C/c2cccs2)c(C)c1`?
Lipid storage S3: inconclusive

What do the screens show for `O=C(Nc1ccc(NC(=O)c2ccc([N+](=O)[O-])cc2[N+](=O)[O-])cc1)c1ccco1`?
Lipid storage S3: inconclusive

Results for CC(=O)N(Cc1ccco1)C1(C(=O)NC2CCCCC2)CCCCC1 ?
Lipid storage S3: 1%; Lipid storage S3 cell count max: 0

Only part of the results is shown. The share of hits here may be higher or lower than overall.
